Compound activity as filed in PubChem.
RNase H inhibition: RNase H inhibition, HIV 1 Gag Pol polyprotein, FRET biochemical assay, screening (AID 372); HIV-1 RT RNase H, FRET RNA/DNA substrate fluorescence; higher % means a stronger effect; 0.77% of 100,000 active; inhibition, % at 10 µM, or IC50 in µM where a hit was titrated; in the data active = inhibition above about 50%
* = called active by the depositor. The list is partial; the hit share may differ from the screen's.

SMILES	RNase H inhibition
COc1cc(Br)cc(C=C2C(=O)N(C)C(=S)N(C)C2=O)c1OC	27%
CCOC(=O)c1ccc(NC(=O)CN(c2ccc(C)cc2)S(=O)(=O)c2ccc(F)cc2)cc1	19%
CCOc1ccc(C(=O)COC(=O)c2cccs2)cc1	4%
COc1cccc(NC(=O)C(=O)NCCc2ccc(OC)c(OC)c2)c1	0%
COc1ccc(CN=Cc2c(O)n(-c3cccc(Cl)c3)c(=O)[nH]c2=O)cc1	15%
COc1ccc(C2CC(=O)C3=C(C2)Nc2ccccc2NC3c2ccc(SC)cc2)cc1OC (stereo not given)	17%
Cc1ccc(-c2ccc(/C=C(/C#N)C(=O)Nc3ccc(F)cc3)o2)c(Br)c1	3%
CCOC(=O)c1cnc2cc(-c3ccc(F)cc3)[nH]n2c1=O	12%
CCOc1cc(/C=N/Nc2nncn2N)cc(I)c1O	10%
CCOc1cc(/C=C(/C#N)C(=O)Nc2ccc(Cl)cc2)ccc1OCC(=O)O	10%
CC(C)Oc1ccc(/C=N/N=C/c2ccc(OC(C)C)cc2)cc1	0%
CCOC(=O)C1=C(C)N=c2s/c(=C\c3ccc(OCc4ccc([N+](=O)[O-])cc4)c(OC)c3)c(=O)n2C1c1ccc2c(c1)OCO2 (stereo not given)	6%
COc1ccccc1C(=O)Nc1ccc2c(c1)Cc1ccccc1-2	22%
Cc1ccc(C(C)C)c(OCCNC(=O)Cc2cccc3ccccc23)c1	21%
O=C1c2ccccc2-c2onc3c(Cl)cc(Sc4ccccc4)c1c23	5%
CC(C)c1cc(C(C)C)c(S(=O)(=O)N2CCNCC2)c(C(C)C)c1	9%
COc1ccccc1OCCOc1c(C)cc(C)cc1Br	9%
FC(F)(F)c1cccc(NC(=S)NCCc2c[nH]c3ccccc23)c1	9%
CC(C)(C)c1cc(C(C)(C)C)c2nc(-c3ccccc3O)oc2c1O	21%
Cc1cccc(-c2nnc(NC(=O)Nc3ccc(Cl)c(Cl)c3)s2)c1	13%
S=C(NCCSCc1ccccc1Cl)Nc1ccccc1	3%
Cc1ccc2oc(-c3ccc(C)c(N=C/C=C/c4ccccc4[N+](=O)[O-])c3)nc2c1	10%
COc1ccc(OCc2ccc(C(=O)Nc3ccccc3C(=O)O)cc2)cc1	0%
COc1ccc(CCNC(=O)c2cccc([N+](=O)[O-])c2C)cc1OC	10%
C(=N\c1nc2ccccc2s1)/c1cccnc1	2%
COc1ccc(C(O)Cc2nc3ccccc3n2Cc2ccc(Cl)cc2)cc1 (stereo not given)	19%
CCOC(=O)c1c(NC(=O)c2cccc(Cl)c2)sc(C(=O)Nc2cccc(C(F)(F)F)c2)c1C	6%
COc1ccc(N(CC(=O)NCCSCc2ccc(Cl)cc2)S(=O)(=O)c2ccccc2)cc1Cl	16%
O=C(CCc1ccccc1)NNC(=O)c1ccc(F)cc1	0%
CCCOC(=O)c1ccc(NC(=O)/C=C/c2ccc3c(c2)OCO3)cc1	8%
COc1cc(-c2nc3sc4c(c3c(=O)[nH]2)CCCC4)ccc1OCc1cccc(F)c1	56%*
CCOc1cc(/C=C2\C(=O)NC(=O)N(C(C)(C)C)C2=O)ccc1O	5%
Cc1cc(NC(=O)Cc2ccccc2)ccc1-c1cc2ccccc2oc1=O	5%
CC(C)n1cc(C=C2C(=O)OC(C)(C(C)(C)C)OC2=O)c2ccccc21 (stereo not given)	15%
Cc1cccc(N2C(=O)/C(=C/c3cc(C)n(C)c3C)C(=O)NC2=S)c1	15%
Cc1ccc(NC(=O)COc2ccc(Cl)c(C)c2)cc1	10%
COc1ccc(C(=O)NC(=S)NCc2ccco2)cc1	7%
N#C/C(=C\c1ccc2c(c1)OCO2)C(=O)Nc1ccc(F)cc1	8%
COC(=O)C1=C(C)N=c2s/c(=C/c3ccc(OC)cc3OC)c(=O)n2C1c1cccs1 (stereo not given)	3%
CCOc1ccc(C2=Cc3cc(OC)c(OC)cc3S(=O)(=O)O2)cc1	9%
COc1cccc(N2C(=O)NC(=O)/C(=C\c3cnn(-c4ccccc4)c3)C2=O)c1	8%
O=C(O)C1CCCCC1C(=O)N1CCCCCC1 (stereo not given)	6%
COc1ccc(C(=O)Cn2c3ccccc3n3nc(-c4cccs4)nc23)cc1	0%
CCCc1[nH]nc2c1C(C1CCCCC1)C(C#N)=C(N)O2 (stereo not given)	10%
Cc1c(-c2nnc(-c3ccco3)o2)cccc1[N+](=O)[O-]	16%
CC(=O)C1=C(O)C(=O)N(c2ccc(S(=O)(=O)Nc3nccs3)cc2)C1c1ccc(F)cc1 (stereo not given)	8%
CC(=O)NS(=O)(=O)c1ccc(NC(=O)c2ccc([N+](=O)[O-])cc2Cl)cc1	8%
O=C(Nc1cc(F)c(F)cc1Cl)OCc1cccc([N+](=O)[O-])c1	10%
COc1ccccc1NC1=NC2(CCCCC2)N=C(N)N1	5%
Cc1c(-c2ccc(F)cc2)[n+](=O)c2c(n1[O-])CCC2	3%
Nc1nc(Nc2ccccc2)nc(NCc2ccccc2)c1[N+](=O)[O-]	32%
Cc1ccccc1N1C(=O)c2cccc3c(C(=O)O)ccc(c23)C1=O	10%
O=C(CN(c1cccc(Cl)c1)S(=O)(=O)c1ccccc1)NCc1ccncc1	5%
O=C(Nc1ccccc1)N1CCN(CCN=Cc2c(-c3ccccc3)[nH]n(-c3ccc([N+](=O)[O-])cc3)c2=O)CC1	28%
Cc1ccc(N(Cc2ccccc2)C(=O)c2cccc(C(=O)N(Cc3ccccc3)c3ccc(C)cc3)c2)cc1	32%
O=C(Nc1c(C(=O)Nc2ccccc2)cnn1-c1ccccc1)c1cccc(F)c1	12%
Cc1ccc(-c2cc(OC(=O)c3ccccc3)cc3sc(=O)oc23)cc1	7%
CCCc1cc(C(=O)OC)c(NC(=O)c2cccc(OC(C)C)c2)s1	11%
N#Cc1ccccc1NC(=O)c1ccc(N2C(=O)c3ccccc3C2=O)cc1	4%
CSc1nc2ccc(NC(=O)CSc3ccccn3)cc2s1	0%

Quoted from the listing:
RNase H inhibition with CC(=O)C1=C(O)C(=O)N(c2ccc(S(=O)(=O)Nc3nccs3)cc2)C1c1ccc(F)cc1 (stereo not given) reads 8%
RNase H inhibition with O=C(Nc1c(C(=O)Nc2ccccc2)cnn1-c1ccccc1)c1cccc(F)c1 reads 12%
RNase H inhibition with COc1cccc(N2C(=O)NC(=O)/C(=C\c3cnn(-c4ccccc4)c3)C2=O)c1 reads 8%
RNase H inhibition with Cc1ccccc1N1C(=O)c2cccc3c(C(=O)O)ccc(c23)C1=O reads 10%
RNase H inhibition with O=C(Nc1cc(F)c(F)cc1Cl)OCc1cccc([N+](=O)[O-])c1 reads 10%

Other records follow.
SMILES	RNase H inhibition
Cc1ccc(Cn2c3ccccc3n3cc(-c4ccc([N+](=O)[O-])cc4)nc23)cc1	30%
COc1ccc(C(O)(CNCc2ccccc2)c2ccccc2)cc1 (stereo not given)	6%
COc1cc(/C=C2/C(=O)NC(=O)N(c3ccc(Cl)cc3)C2=O)cc([N+](=O)[O-])c1O	22%
CCC(C)OC(=O)/C(C#N)=C/c1ccc(-c2ccc(Br)cc2)o1 (stereo not given)	15%
CSc1ccc(/C=C/C(=O)c2ccc(NC(=O)c3ccccc3F)cc2)cc1	11%
O=C(Nc1cccc(Cl)c1)c1cc2ccccc2cc1O	9%
CC1=NN(c2ccccc2)C(=O)/C1=C\c1c(C)[nH]n(-c2ccc(Br)cc2)c1=O	0%
COc1ccc(N2C(=O)c3ccccc3NC2c2c(F)c(F)c(F)c(F)c2F)cc1 (stereo not given)	7%
Clc1ccc(OCCSc2nc3ccc(Br)cc3[nH]2)cc1	6%
COc1cc(CNc2ccc(Br)cc2C)cc(OC)c1OC	20%
Cc1cc(/C=N/NC(=O)CC#N)c(C)n1-c1ccc(Cl)cc1Cl	16%
CSc1ccc(C=Nc2cccc([N+](=O)[O-])c2C)cc1	15%
COC(=O)c1ccccc1NC(=O)c1cc(OC(C)=O)cc(C(=O)Nc2ccccc2C(=O)OC)c1	5%
Cc1ccc(-c2nnc(-c3cccc(F)c3)o2)cc1	16%
C=CCc1cccc2cc(C(=O)N(CC)CC)c(=O)oc12	0%
O=C(O)c1ccccc1N1C(=O)c2ccc(Oc3ccccc3)cc2C1=O	3%
O=[N+]([O-])c1cccc(-c2noc(-c3ccccc3Cl)n2)c1	27%
COc1ccccc1/C=N/Nc1nc(N2CCOCC2)nc(N2CCOCC2)n1	5%
O=[N+]([O-])c1cc(C=Nc2ccc(N=Cc3ccc(Cl)c([N+](=O)[O-])c3)cc2)ccc1Cl	4%
Cn1c(=O)c2c(nc(Oc3cccc(/C=N/NC(N)=S)c3)n2C)n(C)c1=O	15%
CCCCOc1ccc(S(=O)(=O)N2CCCCC2)cc1	20%
Clc1ccccc1CN1CCN(Cc2ccccn2)CC1	4%
CCOc1ccc(C(=O)Nc2ccc(Cl)c(-c3nc4ncccc4o3)c2)cc1Cl	5%
O=C(Nc1ccc(NC(=O)c2ccccc2I)cc1)c1ccc(Cl)cc1Cl	11%
CCOc1ccc2oc(C)c(C(=O)OCCOC)c2c1	0%
O=C(Cn1c2ccccc2c(=O)c2ccccc21)N/N=C/c1cc(Cl)ccc1O	48%
COc1cccc(C(=O)NNC(=O)c2ccc(Cl)cc2Cl)c1	2%
O=C(Nc1ccccc1)Nc1nnc(CSCc2ccc(F)cc2)s1	21%
COC(=O)c1sc(NC(=O)c2ccccc2OC)c(C(=O)OC)c1C	10%
COC(=O)C1=C(C)NC2=C(C(=O)c3ccccc32)C1c1ccc(Br)o1 (stereo not given)	1%
O=C1/C(=C/c2ccc(-c3ccccc3[N+](=O)[O-])o2)SC(=S)N1c1cccc(Cl)c1	23%
C=CCOc1ccccc1/C=N/NS(=O)(=O)c1ccc(Cl)cc1	10%
O=C1/C(=C/c2ccc(I)cc2)SC(=S)N1c1ccc([N+](=O)[O-])cc1	9%
CC(C)c1ccc(CNc2cc(N3CCCC3)ccc2[N+](=O)[O-])cc1	19%
CCOC(=O)C1=C(C)N=c2s/c(=C/c3ccc(-c4ccc([N+](=O)[O-])cc4)o3)c(=O)n2C1c1c(OC)ccc2ccccc12 (stereo not given)	9%
COc1ccc(C2CC(=O)C3=C(C2)NC(C)=C(C(=O)OC(C)C)C3c2cccnc2)cc1 (stereo not given)	0%
CCOc1cc(C2C(C(=O)OCCOc3ccccc3)=C(C)NC3=C2C(=O)CC(c2ccc(OC)cc2)C3)ccc1O (stereo not given)	16%
COc1cc(C2C(C#N)=C(C)NC3=C2C(=O)CC(c2ccccc2)C3)cc(OC)c1OC (stereo not given)	14%
CCCC(=O)OCCNC(=O)c1cc2ccccc2oc1=O	0%
Cc1cc(Cl)ccc1NC(=O)c1ccc(N(Cc2ccccc2)S(C)(=O)=O)cc1	12%
COc1cc(Cl)cc(/C=C2/C(=O)NC(=O)N(c3cccc(C)c3)C2=O)c1O	7%
COc1ccc(NC(=O)Nc2ccc3c(c2)OCO3)cc1	20%
CCOc1ccc(N2C(=O)/C(=C/c3ccccc3C(=O)O)SC2=S)cc1	23%
Cc1ccccc1-n1c(O)c(C=NCc2ccccc2F)c(=O)[nH]c1=O	9%
CN(C)C1=C(Cl)C(=O)N(c2cccc(C(F)(F)F)c2)C1=O	4%
NC(=O)c1ccccc1N=Cc1cccc([N+](=O)[O-])c1	14%
O=[N+]([O-])c1ccc(OCCCOc2ccc([N+](=O)[O-])cc2)cc1	0%
CCOc1ccc(NC(=O)CCN2C(=O)S/C(=C\c3ccc(OC)c(OC)c3)C2=O)cc1	15%
O=C(N/N=C/c1cccc(Cl)c1Cl)c1ccc(Br)cc1	12%
O=C(NCc1ccc(Cl)cc1)c1cccc(I)c1	0%
CC1C(C(=O)N(C=O)c2ccccc2)C2C=CC1C21CC1 (stereo not given)	0%
CC(NC(=O)NC(=O)Cc1ccccc1)c1ccccc1 (stereo not given)	30%
COC(=O)c1cc(C(=O)Nc2cc(C(=O)OC)ccc2C(=O)OC)cc([N+](=O)[O-])c1	13%
COc1ccc(/C(N)=N/OC(=O)c2ccc(I)cc2)cc1OC	15%
CCc1ccc(O)c(N=Cc2ccccc2O)c1	8%
COc1ccc(N(CC(=O)Nc2cccc(Cl)c2)S(C)(=O)=O)c(OC)c1	5%
O=C(CSc1ncn[nH]1)N1CCc2ccccc21	7%
O=C(Nc1ccc(Cl)cn1)c1cc(I)ccc1Cl	8%
O=C(O)c1cc(Nc2ccc([N+](=O)[O-])c3nonc23)ccc1O	37%
N#CC(C#N)=c1c2nn(Cc3ccccc3)nc2c(=C(C#N)C#N)c2nn(Cc3ccccc3)nc12	5%

2 entries from above, bar-delimited.
SMILES | RNase H inhibition
CN(C)C1=C(Cl)C(=O)N(c2cccc(C(F)(F)F)c2)C1=O | 4%
Cc1ccccc1-n1c(O)c(C=NCc2ccccc2F)c(=O)[nH]c1=O | 9%

Back to the main list, starting seven compounds before the break.
SMILES	RNase H inhibition
COc1ccc(/C(N)=N/OC(=O)c2ccc(I)cc2)cc1OC	15%
CCc1ccc(O)c(N=Cc2ccccc2O)c1	8%
COc1ccc(N(CC(=O)Nc2cccc(Cl)c2)S(C)(=O)=O)c(OC)c1	5%
O=C(CSc1ncn[nH]1)N1CCc2ccccc21	7%
O=C(Nc1ccc(Cl)cn1)c1cc(I)ccc1Cl	8%
O=C(O)c1cc(Nc2ccc([N+](=O)[O-])c3nonc23)ccc1O	37%
N#CC(C#N)=c1c2nn(Cc3ccccc3)nc2c(=C(C#N)C#N)c2nn(Cc3ccccc3)nc12	5%
CCC(=O)Nc1ccc(NC(=S)NC(=O)c2ccc(F)cc2)cc1	14%
CC1=C(C(=O)OCc2ccccc2)C(c2ccc(F)c(Br)c2)CC(=O)N1 (stereo not given)	28%
COc1cc(C)ccc1OCCCCOc1ccc([N+](=O)[O-])cc1	18%
CN(C)CCN1C(=O)C(=O)/C(=C(/O)c2ccccc2)C1c1ccc(Cl)cc1 (stereo not given)	0%
C=CCSc1nc2ccccc2n1CC(=O)O	14%
CCN1CCN(Cc2cccc(Oc3ccc(Cl)cc3)c2)CC1	9%
C/C(=N\NC(=O)c1cc(C23CC4CC(CC(C4)C2)C3)[nH]n1)c1cccs1	15%
CC(C)(C)c1ccc(OCC(=O)NC(=S)Nc2ccc(Cl)cn2)cc1	33%
